# Screening data: PubChem BioAssay, several laboratories
# MT stabilizer = microtubule stabilizers in HeLa cells | HeLa tubulin immunostaining HCS, 24 h; share of cells brighter than vehicle mean+2SD | % tubulin-high responders, % at 10 µM | 200,000 compounds, 0.83% hits | AID 2205;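 active means plate Z-score above 3 for both tubulin-high and condensed-nucleus cell shares, with cell loss under 80%, at 10 µM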;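 further: anti alpha tubulin signal scored within the nucleus-defined area of each cell; some results filed as inactive read as strong as hits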
# AID2073 = disruptors of CaV2.2 binding to Mint1 – biochemical, HTRF (AID 2073) | inhibition, % at 20 µM, or IC50 in µM where a hit was titrated | 290,000 compounds, 0.19% hits | HTRF protein-protein interaction, Mint1-CaV2.2; higher % means a stronger effect; in the data active means inhibition mostly above about 51%, no sharp cut-off; further: some results filed as inactive read as strong as hits
# Autophagy mod = alters autophagy in cells; MEF GFP-LC3 puncta imaging; test concentration mostly 10 µM; calls only at 10 µM (by protocol); 190,000 compounds, 0.98% hits; AID 463193;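 active means percentage of spot-positive cells more than 3 SD above its plate mean, without a fluorescence outlier flag or 80% toxicity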;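 further: spot-positive cell cutoff set from DMSO-treated cells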
# Yfh1-depleted yeast = mitochondrial function rescue without frataxin homolog – Friedreich's ataxia, plus single-dose screen, dose response (AID 1465) | S. cerevisiae Yfh1-off respiration, WST-1 reduction, 72 h; higher fold induction means a stronger effect | fold induction at 50 µM; hits with a dose series show EC50 in µM | 220,000 compounds, 0.074% hits;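 active means fold induction of absorbance versus untreated yeast above a set limit, then at least 30% activation at any dose in follow-up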;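 further: activators that raise dye reduction in frataxin-depleted yeast; strong numbers were not always called active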
# HIV peptide binding = inhibitors of HIV fusion peptide binding, primary screen, biochemical, uHTS, fluorescence dequenching (AID 1986); cell-free peptide binding, fluorescence dequenching, 30 min; higher % means a stronger effect; one-dose inhibition, % at 20 µM; IC50 in µM for titrated hits; 290,000 compounds, 0.3% hits; in the data active means inhibition mostly above about 52%, no sharp cut-off; inactive means mostly below about 76%; further: some results filed as inactive read as strong as hits
# Dynein transport = dynein cargo transport inhibition. 220,000 compounds, 0.47% hits. z-score, hits read low. AID 1381. 3617.4 mouse cells, GR-EGFP nuclear translocation imaging; test concentration mostly 20 µM; stimulated with dexamethasone, 1 µM; hits give low values;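 active means plate z-score of nuclear minus cytoplasmic receptor signal below a set negative limit, without overly bright fluorescence or cell loss, cut at about -3.5 in these data, passing the limit was not always enough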;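 further: z-score of nuclear minus cytoplasmic ring GR-EGFP intensity difference per well; some compounds called inactive have numbers as strong as hits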
#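 medium = tetracycline-free induction medium containing charcoal-stripped FBS | probe or stimulus = dexamethasone, 1.0 µM final | timing = 48 h induction, then 1 h compound, then 30 min agonist, 37 °C | detection = automated 10x imaging of fixed Hoechst-stained cells | read-out basis = nuclear versus cytoplasmic GR-EGFP signal, averaged per well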
# WT yeast gro inh = growth inhibition of WT yeast, mitochondrial fusion screen; mitochondrial fusion phenotypic screen, WT strain; AID 1362; inhibition, % at 10 µM; 190,000 compounds, 2.1% hits; in the data active means inhibition above about 58%; tested in S. cerevisiae
# bCat nuc transl = alters nuclear translocation of beta-catenin in HeLa cells; immunofluorescence imaging; 190,000 compounds, 0.3% hits; nuclear translocation activity, % at 5 µM;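 active means nuclear translocation activity above 50% at 5 µM, with a well cell count of 50 or more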;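 further: per-cell ratio of nuclear to cytoplasmic median beta-catenin stain intensity; plate controls were DMSO negative control for no effect and GSK-3 inhibitor IX positive control for full effect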
#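 Test system: HeLa cells, endogenous beta-catenin; Compound: single 5 µM dose plus 0.02–20 µM confirmation series; Times: compound exposure 24 h at 37°C; Signal: fluorescence imaging of beta-catenin antibody stain plus DAPI; Read-out: % activation, nuclear-to-cytoplasmic median beta-catenin signal ratio per cell.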
# Insulin prom up = MIN6 insulin promoter up-regulation; MIN6 insulin promoter-GFP reporter, high-content imaging; hits give high values; z-score at 5 µM; 190,000 compounds, 0.3% hits;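 active means z-score above 3 at 5 µM with at least 500 cells counted in the well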
# WT yeast gro inh mutant strain = recorded beside WT yeast gro inh, whose call it bears; inhibition, %; mitochondrial fusion phenotypic screen, mutant strain inhibition
# Dynein transport cytoplasmic EGFP = further read-out of Dynein transport, marked with its call; z-score; measured here: cytoplasmic GR-EGFP intensity; hits give high values
# Dynein transport nuclear GR-EGFP = recorded beside Dynein transport, whose call it bears; z-score; measured here: nuclear GR-EGFP intensity;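 lower value marks the stronger effect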
# Dynein transport cell count = recorded beside Dynein transport, whose call it bears; z-score; measured here: cell count per field
# Insulin prom up cell count = second read-out of Insulin prom up, no call of its own (marks repeat the call); cell count; measured here: cytotoxicity, nuclei count;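 total cells summed across four imaged fields per well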
# bCat nuc transl cell count 5 µM = further read-out of bCat nuc transl, marked with its call; cell count; measured here: cell count, cytotoxicity flag
# MT stabilizer Hoechst-high % = second read-out of MT stabilizer, no call of its own (marks repeat the call); % Hoechst-high responders; measured here: nuclear condensation Hoechst responders;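 share of cells brighter than vehicle mean plus two SD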
# MT stabilizer cytotoxicity % = second read-out of MT stabilizer, no call of its own (marks repeat the call); toxicity, %; measured here: cytotoxicity by cell density;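 0% = mean cell density of plate MIN control wells and 100% = no cells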
# Autophagy mod cell loss 18 h = also measured in Autophagy mod; calls as there; toxicity, %; measured here: cell loss, nuclei count;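 cell loss after 18 h compound exposure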
# Active calls of the source: *; i = inactive; . = not tested or not shown. Outcome played no part in choosing rows; about 4.2% have a hit in one of these screens.
SMILES,MT stabilizer,MT stabilizer Hoechst-high %,MT stabilizer cytotoxicity %,AID2073,Autophagy mod,Autophagy mod cell loss 18 h,Yfh1-depleted yeast,HIV peptide binding,Dynein transport,Dynein transport cytoplasmic EGFP,Dynein transport nuclear GR-EGFP,Dynein transport cell count,WT yeast gro inh,WT yeast gro inh mutant strain,bCat nuc transl,bCat nuc transl cell count 5 µM,Insulin prom up,Insulin prom up cell count
O=C(Nc1nccs1)c1ccc(-c2ccc([N+](=O)[O-])cc2)o1,4.6,0.4,5.1,45%,i,-3,i,19%,-1.4,1.4,-0.52,0.81,12,-12,-0.9,1487,-0.21,1296
COc1cc(NC(=O)C2CCCO2)c(OC)cc1NC(=O)c1ccccc1 (stereo not drawn),1.5,1.8,18,7%,i,-3,i,3.1%,0.16,-0.087,0.37,1.6,28,10,.,.,-0.22,1271
CN(C)C(=O)CN1C(=O)C2CCCCN2C(=O)c2ccccc21 (stereo not drawn),1.8,1.4,6.6,-4%,i,-9,i,-1.1%,0.78,-0.21,0.36,-0.28,35,-1,-3.0,986,.,.
COc1cccc(NC(=S)N2CCN(c3ccc([N+](=O)[O-])cc3)CC2)c1,4.1,3.0,9.7,-3%,i,2,i,-1.0%,0.34,-0.16,0.41,-0.52,0,-11,0.9,1101,-1.2,1189
O=C1CC(Nc2ccc(N3CCOCC3)cc2)C(=O)N1Cc1ccccc1 (stereo not drawn),1.9,1.5,3.6,-27%,i,-2,i,10%,-0.21,-0.27,0.027,-0.32,8,-14,0.1,1153,0.03,1164
CCOc1ncccc1C(=O)Nc1ccc(-c2ccc3nnc(C)n3n2)cc1,1.7,2.0,3.8,24%,i,23,i,4.8%,-0.71,-0.22,-0.42,0.5,-17,-12,-0.4,1066,0.52,1166
Clc1ccc(CNc2ccccn2)cc1,1.0,0.7,4.4,0%,i,7,i,0.4%,-0.084,-0.27,0.26,0.68,-11,-6,-1.8,1034,0.11,1491
CCS(=O)(=O)c1ccc(C(=O)NC2CC2)c(Cl)c1Cl,3.8,1.2,1.2,1%,i,-35,i,2.0%,2.3,-0.19,1.6,-1.4,-2,-1,-2.2,1110,-0.09,1312
NS(=O)(=O)c1cccc(NC(=O)COC(=O)/C=C/c2ccco2)c1,4.8,1.3,6.9,19%,i,-1,i,3.3%,0.32,-0.25,0.85,-0.63,7,2,-0.4,1273,-0.5,1649
COc1ccc(NC(=O)Nc2nc(C)cc(C)n2)c(OC)c1,.,.,.,-18%,.,.,i,-0.2%,0.34,-0.26,0.036,0.012,.,.,3.0,1258,-0.02,967
COc1ccc(Cc2[nH]n3c(=O)cc(C)nc3c2-c2ccccc2)cc1,3.2,1.8,8.0,20%,i,14,i,-0.3%,1.4,-0.18,1.2,-0.94,7,4,0.1,1529,0.29,1490
Clc1ccc(/C=N/N2CCN(Cc3ccccc3Cl)CC2)cc1,2.8,1.6,10,13%,i,29,i,2.0%,1.1,-0.2,0.2,0.38,66*,66*,0.6,1099,-0.63,1278
Cc1cc(C)n2nc(C(=O)OCC(=O)N(CC(C)C)CC(C)C)nc2n1,1.8,2.1,5.4,-2%,i,15,i,0.7%,1.2,-0.12,1.2,-0.94,-4,-5,-2.7,1115,-0.1,1016
Cn1c(-c2ccccc2)c[n+]2c1-c1ccccc1C2,6.3,1.5,5.9,3%,i,7,i,-0.4%,0.054,1.8,0.47,-1.2,13,-10,2.8,1064,-0.13,1433
CC(C(=O)O)n1c(C(F)(F)F)nc2ccccc21 (stereo not drawn),1.3,1.4,8.9,-4%,i,-1,i,0.8%,0.36,-0.29,0.25,0.067,-5,-11,-1.0,1198,.,.
CCOP(=O)(OCC)C(C#N)=C1SCN(c2ccc(Cl)cc2)CS1,2.7,0.9,2.1,5%,i,0,i,-1.2%,0.57,-0.13,0.59,-0.79,20,23,2.2,1111,-1.1,1668
Cc1nn2c(C)nc3sc4c(c3c2nc1=O)CC(C)(C)OC4,2.0,2.4,12,33%,i,-1,i,-2.9%,-0.36,-0.25,-0.89,0.94,5,14,.,.,.,.
COc1cccc(/C=N/NC(=O)COc2cccc3cccnc23)c1O,1.8,1.9,8.2,7%,i,15,i,-4.2%,-0.49,-0.3,-0.67,-0.38,-2,4,-2.5,1048,.,.
O=C(NCC1COc2ccccc2O1)c1ccccc1 (stereo not drawn),3.4,1.8,3.8,4%,i,-3,i,-1.0%,-0.066,0.3,-0.033,-0.099,-2,1,1.3,659,0.57,1550
O=C(O)c1cccc(S(=O)(=O)N2CCSCC2)c1,1.1,1.1,8.1,-2%,.,.,i,7.3%,-0.34,-0.19,0.14,0.4,6,9,-9.7,1076,0.02,1342
COc1cc(C(=O)Nc2ccc(S(=O)(=O)Nc3ncccn3)cc2)c([N+](=O)[O-])cc1OC,5.1,2.4,7.1,2%,i,3,i,-0.6%,-0.03,-0.29,0.45,0.32,-14,3,2.8,1087,-0.22,1315
CC(C)C(=O)Nc1cccc(NC(=S)NC(=O)C(c2ccccc2)c2ccccc2)c1,30*,44*,36*,10%,i,3,i,1.8%,-0.24,-0.21,-0.24,-0.13,30,-6,2.5,1370,-0.53,1296
COCCn1nnnc1SCC(=O)Nc1ccc2c(c1)OCO2,2.3,1.0,12,16%,i,5,i,-1.9%,0.46,-0.22,0.18,-0.67,-10,-8,0.6,1556,1.1,1602
CC(C)OCCCNC(=O)c1cccc(NC(=O)c2ccccc2)c1,2.4,1.8,4.1,3%,i,-5,i,0.2%,-1.2,-0.19,-0.41,0.11,-1,-5,.,.,1.2,1306
Cc1ccc(NC(=O)CSc2nnc(CCCCCNC(=O)OC(C)(C)C)o2)c(C)c1,2.9,1.9,7.5,1%,i,-3,i,2.9%,-0.41,-0.18,-0.0086,1.8,27,8,-1.1,1215,.,.
Cn1cnc(Sc2ncnc3nc[nH]c23)c1[N+](=O)[O-],.,.,.,-36%,.,.,i,0.1%,-0.21,-0.81,-0.4,0.00066,.,.,-0.4,1238,1.2,946
Cc1ccccc1OCC(=O)OC(C)CN1CCN(C)CC1 (stereo not drawn),1.9,1.6,5.5,-5%,i,-3,i,-1.5%,-0.77,-0.22,-0.28,0.97,0,4,-2.0,875,0.8,1134
O=C(O)CSc1ncnc2nc[nH]c12,2.3,1.4,3.1,14%,i,31,i,3.5%,-0.4,-0.22,0.46,1.5,9,2,-2.8,1215,0.05,898
COc1ccccc1N1C(=O)CC1(C#N)c1ccc(OCc2ccccc2)cc1 (stereo not drawn),2.6,1.7,8.6,7%,i,10,i,-0.2%,-0.13,-0.039,0.078,0.33,22,8,-0.8,486,-0.08,1278
Fc1cc(F)cc(NC(=S)N2CCN(c3ncccn3)CC2)c1,5.0,2.1,2.0,-8%,i,11,i,-0.4%,-1.2,-0.15,-0.63,1.2,30,9,0.3,1605,-0.54,1357
CC(=O)c1ccc(NC(=S)N2CCCC(C(F)(F)F)C2)cc1 (stereo not drawn),2.9,1.4,7.1,-14%,i,6,i,1.3%,1.7,-0.25,0.38,-0.77,3,10,-0.5,1135,-0.65,1275
O=C(/C=C/c1ccco1)Nc1sc2c(c1C(=O)O)CCC2,1.7,1.5,10,-1%,i,-14,i,-2.2%,2.1,-0.17,0.75,-2.1,0,-5,2.4,1419,-0.8,1512
CCC(=O)NC(Nc1sc2c(c1C(=O)OC)CCCC2)(C(F)(F)F)C(F)(F)F,2.5,2.0,8.4,-4%,i,13,i,0.9%,-0.31,-0.21,0.26,0.95,-5,-48,-0.1,1411,0.39,1617
CC1Oc2ccccc2C=C1/C=N/NC(=O)[C@@H](C)NC(=O)OC(C)(C)C (stereo partly drawn),.,.,.,14%,.,.,i,1.1%,0.16,-0.26,0.023,-0.015,.,.,-1.5,1101,-0.18,1402
CC(C)C(NC(=O)CNC(=O)OC(C)(C)C)C(=O)NCc1ccccc1 (stereo not drawn),7.0,4.1,10,0%,i,-5,i,0.7%,0.096,-0.3,0.098,0.2,-58,-1,-4.6,959,-0.09,1119
COc1ccc(CC(=O)N2CCN(C(=O)Cc3ccc(OC)cc3)CC2)cc1,1.9,1.4,4.8,4%,i,-3,.,0.7%,-0.71,-0.28,-0.17,0.14,10,-5,.,.,-1.2,1205
CSc1nsc(SCC(=O)Nc2c(C)n(C)n(-c3ccccc3)c2=O)n1,9.6,2.3,6.8,-3%,i,1,i,-0.2%,0.9,-0.026,0.9,-0.63,5,6,-2.7,993,0.47,1184
O=C1OC2(CCCCC2)OC(=O)C1=CNc1nccs1,5.0,1.5,12,-6%,i,-1,i,-0.9%,-0.77,-0.2,0.31,0.8,-14,2,-3.1,1167,0.6,1155
